Assay outcomes as filed in PubChem BioAssay.
Growth percent in the NCI-60 one-dose screen (48 h, 10 µM unless noted): 100 = growth as untreated, 0 = no growth, -100 = all killed.
CCRF-CEM: CCRF-CEM leukemia; 7% of 77,000 active
RPMI-8226: RPMI-8226 leukemia cells. AID 1794781. 7.5% of 77,000 active
SR: SR leukemia cells. 8.7% of 73,000 active
A549/ATCC: A549/ATCC NSCLC; AID 1794740; 3.7% of 81,000 active
EKVX: EKVX NSCLC; 3% of 71,000 active
MOLT-4: MOLT-4 leukemia cells. AID 1794779. 6.9% of 80,000 active
HOP-62: HOP-62 NSCLC. 3.9% of 80,000 active
HOP-92: HOP-92 NSCLC cells; 6.3% of 71,000 active
* marks the source's active call; other numbers are inactive results; . = no result given; & = joins results of further samples. Rule for the calls: active = growth percent below 10; inactive = the rest.

SMILES	CCRF-CEM	RPMI-8226	SR	A549/ATCC	EKVX	MOLT-4	HOP-62	HOP-92
CC(C)c1ccc(C2OCC3(C)C(CCC4(C)C5CC(C6=CCOC6=O)OC5(C)CCC34)O2)cc1 (stereo not given)	75	.	41	69	49	82	92	93
C/C(C/C(C)=N/c1c(N)c(=O)n(C)c(=O)n1C)=N/c1c(N)c(=O)n(C)c(=O)n1C	86	99	108	98	106	89	102	68
Cn1nc(C(=O)O)c(=O)[nH]c1=O	132	104	122	109	113	127	99	.
CC(C)(C)c1ccc(O)c(C2CCCCC2)c1	48	83	85	96	115	-32*	107	97
COc1cc(/C=C2\CN(S(=O)(=O)c3ccccc3)C/C(=C\c3cc(CN4CCCC4)c(O)c(OC)c3)C2=O)cc(CN2CCCC2)c1O	7.5*	-13*	18	20	25	1.2*	-4.6*	-11*
COC1=CC(=O)OC(/C=C/c2ccccc2)(OC)C1=O (stereo not given)	113	114	120	102	97	114	107	127
CCN(CC)CCOc1cccc2c1C(=O)c1cccc(OCCN(CC)CC)c1C2=O	22	11	10	18	54	8.3*	37	37
CN(C)S(=O)(=O)n1cnc([C@@H]2[C@@H]3C(=O)OC[C@@H]3C[C@]23N=CN(Cc2ccccc2)C3=O)c1	125	-8.5*	.	123	111	21	96	110
COc1ccc(-c2nc(SC(C)C)nc(NNC(N)=O)c2C#N)cc1	88	94	26	89	99	79	84	78
CCOC(=O)Nc1ccccc1C	86	96	.	100	109	108	107	.
CN1CCN(c2ccc(Nc3nc(NCCNS(=O)(=O)c4ccc5ccccc5c4)c4sccc4n3)cc2)CC1	42	50	-21*	84	86	42	97	48
C#CCOc1ccccc1/C=N/Nc1nc(-c2ccc(Br)cc2)cs1	95	98	97	96	66	80	93	72
Cc1ccc(C(=O)NN2C(=O)CSC2c2ccc(F)cc2)cn1 (stereo not given)	127	130	99	100	108	74	91	90
CCN(CC)CCOc1ccc(/C(=C(\C)Cc2ccc(Cl)cc2)c2ccc(Cl)cc2)cc1	74	81	13	86	93	80	98	76
CC(C)c1ccc(C=O)cc1	79	101	92	104	105	95	101	92
Cc1ccc(/C(CCC(=O)O)=N/NC(=O)c2ccccc2)cc1	101	112	97	102	101	105	100	105
COC(=O)c1cc(N=C2NC(=O)/C(=C/c3c(F)c(F)c(F)c(F)c3F)S2)ccc1O	100	99	91	97	99	100	96	84
O=C1/C(=C/c2ccc(Cl)cc2)CN(Cc2cn(CCNc3ccnc4cc(Cl)ccc34)nn2)C/C1=C\c1ccc(Cl)cc1	-8.0*	-22*	.	-85*	.	-21*	-100*	-75*
COc1ccc(-c2nnc(SCC(=O)c3ccc(Cl)cc3)o2)cc1	114	101	105	92	101	109	96	105
O=c1c2cc(F)ccc2sc2c(N3CCCCC3)nc3ccccc3c12	110	.	121	96	103	111	99	84
Cc1ccc(N)cc1S(=O)(=O)N(C)C	103	98	105	76	98	99	96	101
CC1CC(OC(=O)c2ccccc2O)CC(C)(C)C1 (stereo not given)	101&103	103&110	89	107&102	110&104	95&96	96&109	86
Oc1cccnc1	103	100	.	97	99	90	99	95
CCOC(=O)C1=C(N)N(c2ccccc2)C2=C(C(=O)CC(C)(C)C2)C1c1ccccc1Cl (stereo not given)	48	23	32	76	75	26	94	69
O=C(O)c1ccc(O)c(O)c1	160	138	113	104	97	94	91	224
Cc1cccc(NC#N)n1	88	89	84	104	117	92	110	80
CCN(CC)CCNC(Cc1ccccc1)c1cccc(OC)c1 (stereo not given)	93	102	123	101	97	58	100	.
CC(C(=O)O)N1CCN(c2ccccc2Cl)CC1 (stereo not given)	109	107	89	98	105	98	100	114
CCOC(=O)c1ccc(NC(=O)Nc2nnc(C)c(C)n2)cc1	105	96	.	106	101	105	105	90
CCC1C(=O)NC(=O)C1(C)c1ccccc1 (stereo not given)	105&104	77&108	22&100	107&106	104&109	82&95	101&114	85&150
NCCCNc1nc2sc3c(c2c(=O)[nH]1)CCCC3	92	103	81	69	44	91	72	.
CCOC(=O)c1cc(C(=O)OCC)c(C)nc1C	.	.	88	101	102	91	102	.
O=C(c1ccc(Cl)cc1)C1[C@H](c2ccc(Br)cc2)[C@@H](c2ccccc2)NC12C(=O)Nc1ccc(Cl)cc12 (stereo not given in full)	-17*	-15*	.	-44*	-48*	-29*	-73*	-69*
CCc1ccc(-c2cc(-c3ccc(Cl)cc3)n(-c3ccc(S(N)(=O)=O)cc3)n2)cc1	89	102	91	90	.	78	106	106
CCCCS(=O)(=O)c1cc(Nc2ccc(O)c3c2C(=O)c2ccccc2C3=O)ccc1C	60	81	.	28	.	61	73	.
O=Cc1c(Cl)[nH]c2ccc(-c3nc4sccn4c3C=O)cc12	78	62	86	104	91	77	96	87
O=C1c2ccccc2C(=O)c2c(O)cccc21	110	81	87	98	91	119	96	83
O=C(Nc1ccccc1)C1=C(Nc2ccccc2)CSC1	83	96	87	91	.	86	113	90
COc1ccc(-c2nnc(N3CCN(C(=O)CN4CCN(c5ccc(Cl)cc5)CC4)CC3)nc2-c2ccc(OC)cc2)cc1	47	-45*	54	59	45	8.8*	88	80
Cc1ccc(-c2nc(-c3ccc(-c4nc5ccc(F)cc5[nH]4)cc3)no2)cc1	84	96	.	95	97	102	99	94
C[C@]12CCCC[C@@H]1CC[C@@H]1[C@@H]2CC[C@@]2(C)[C@H]1CC[C@H]2[N+](=O)[O-]	93	94	77	105	105	116	.	123
CCN(CC)c1cc(C)c(Cc2c(OC)ccc3ccccc23)cc1C	102	102	85	83	93	80	85	.
CC(=Nc1ccccc1)C1=C(O)C(Cc2ccc(F)cc2)NC1=O (stereo not given)	11	5.6*	6.6*	36	.	14	43	72
COc1ccccc1CNCc1ccccc1	96	100	.	92	.	107	105	.
C/C(=N\NC(=O)c1nc(N)n(-c2ccc(S(N)(=O)=O)cc2)n1)c1ccccc1	.	109	.	96	96	105	94	87
Cc1nc(Nc2ccccc2C)c2cnn(C)c2n1	93	92	87	102	100	93	102	84
O=S(=O)(Nc1ncccn1)c1ccc(NCc2ccc(N=Cc3c(O)[nH]c4ccccc34)cc2)cc1	75	71	58	110	84	109	89	85
COc1ccc(N=NN(C)C(=O)c2ccccc2)cc1	83	82	.	92	75	90	95	72
CC(=O)Nc1on[n+](-c2ccccc2)c1-c1ccccc1	.	.	98	93	.	91	101	.
N#CC(OC(=O)c1ccccc1)c1cccc([N+](=O)[O-])c1 (stereo not given)	129	130	72	97	109	92	97	92
CC1Cc2c(N(C)C)ncnc2N(C)c2ccc(Cl)cc21 (stereo not given)	18	31	.	56	29	28	42	58
Cc1c(O)c(=O)ccn1-c1nc2ccccc2s1	83	97	91	92	45	103	87	98
C=CCOCC1CC2(Cl)CC1(Cl)C(Cl)=C2Cl (stereo not given)	116	130	119	.	106	112	80	.
Cn1cc(-c2csc(-c3cn(CCCN4CCCCC4)c4ccccc34)n2)c2cccnc21	-28*	-36*	-51*	-14*	71	-50*	-84*	58
C[C@@]12CC[C@H]3[C@H](CNCCc4ccccc4F)C(=O)O[C@@H]3C13C=CC(=O)[C@]32C (stereo not given in full)	92	69	75	97	.	68	95	.
Cc1ccc(C(=O)CSc2nnc(-c3c[nH]c4ccccc34)n2-c2ccccc2)cc1	61	59	53	53	53	62	7.8*	-7.6*
COc1ccc(/C(C)=N\NC(=O)c2cc3ccccc3oc2=N)cc1	98	104	80	107	98	105	111	150
Cc1c(C(=O)/C=C/c2csc3ccccc23)[n+](=O)c2ccccc2n1[O-]	52	7.9*	14	62	68	82	99	44
N#Cc1c(-c2ccc(Br)cc2)nc2n[nH]c(-c3ccc(Br)cc3)c2c1-c1ccc(F)cc1	102	73	81	100	71	75	88	112
CCCCCC(=O)N1CCCCC1	97	93	100	111	136	95	109	97

The listing continues:
SMILES	CCRF-CEM	RPMI-8226	SR	A549/ATCC	EKVX	MOLT-4	HOP-62	HOP-92
O=[N+]([O-])c1ccccc1C(O)Cc1ccc2ccccc2n1 (stereo not given)	-50*	95	96	97	84	-6.3*	88	78
COc1ccc(NC(=O)/C(=C/n2c(=S)[nH]c3cc(C)ccc32)C(C)=O)cc1	94	94	88	92	91	102	92	96
COc1ccc(/C=C/C(=O)c2ccc(B(O)O)cc2)cc1	91	74	111	89	67	88	101	67
CC[N+](C)(C)c1ccccc1	99	102	88	101	.	92	114	.
C=C(Cl)c1c(C)cc(C)c(CC#N)c1C	126	122	96	108	102	91	90	115
CCOc1nc(N)nc(OCC)c1OCC	95	100	97	104	103	104	100	107
O=C1CC(c2nc3ccccc3[nH]2)CN1C1CCCCC1 (stereo not given)	111	106	97	104	.	102	95	91
CC(=O)Nc1ccc(-c2cc3c(NCc4ccc(C(F)(F)F)cc4)ncnc3s2)cc1	76	.	66	77	69	57	91	102
COc1ccc(/C=C2\CCCC3=C2N=C2SC(C)=CN2C3c2ccc(OC)cc2)cc1 (stereo not given)	104	71	100	91	99	103	104	94
N#Cc1c(-c2ccc(Cl)cc2)nc(SCc2ccc(F)cc2)nc1N1CCOCC1	92	87	85	88	90	86	107	106
Cc1ccc(-n2c(-c3ccccc3)c(-c3ccccc3)c3c(SCC(=O)n4[nH]c(N)cc4=O)ncnc32)cc1	.	82	103	93	87	87	88	75
COc1ccc(NC(=O)C(C)=O)cc1	102	.	92	100	108	98	121	119
COc1cc(/C=C/c2cc(/C=C/c3ccc(O)c(OC)c3)n(-c3ccc(F)c(Cl)c3)c(=O)n2)ccc1O	56	55	68	78	95	53	99	.
COc1ccc(-c2c3c(cn2Cc2cccc(OC)c2)-c2oncc2CCC3)cc1	97	94	89	99	98	99	102	74
O=C(Cn1nnc([N+](=O)[O-])n1)c1ccccc1	59	41	84	87	100	95	95	64
O=C(Cn1cc(CSc2nc3ccccc3o2)nn1)Nc1ccccc1Cl	112	115	112	99	105	109	106	111
CCCn1c(=S)sc2c(Cl)nc(C)nc21	72	99	123	117	106	116	104	99
OC[C@H]1O[C@](O)(CO)[C@@H](O)[C@@H]1O	98	108	95	103	110	94	111	113
Nc1ncnc2nc(Cl)[nH]c12	103	94	90	91	100	87	84	83
CCOC(=O)C1CN(C(C)(C)C)C(=O)C1=O (stereo not given)	95	112	89	99	.	104	.	104
COc1cc(-c2nn(-c3ccc(NC(=O)CN4CCN(C)CC4)cc3)cc2-c2ccncc2)ccc1Cl	111	107	99	100	95	103	97	109
CC1(C)OC2OC(C3COC(=O)O3)C(O)C2O1 (stereo not given)	93	95	86	99	98	84	90	76
COc1cccc(Cl)c1[N+](=O)[O-]	95	100	95	96	107	95	105	91
Cc1cn[nH]c1	98&104	111&115	91&101	100&102	110&93	99&102	109&107	103&88
Cn1c(=O)c2[nH]c(C(O)C(O)C(O)C(O)CO)nc2n(C)c1=O (stereo not given)	105	110	105	89	103	103	96	109
CCCCC(C#N)c1ccccn1 (stereo not given)	107	100	101	98	95	108	111	112
Oc1[nH]c2ccccc2c1/C=c1/ccc2c(c1)N=C(c1ccc(F)cc1)N=2	32	73	44	73	65	50	99	56
Cn1cc(-c2csc(-c3cn(CCCN4CCOCC4)c4ccccc34)n2)c2cccnc21	62	59	59	79	87	60	97	68
CSc1ccc(SC2c3ccc(O)cc3Oc3nc(N)c(C#N)c(N)c32)cc1 (stereo not given)	18	98	55	77	79	56	65	121
CC[C@]12CC(C(=O)OC)=C3Nc4ccccc4[C@@]34CCN(C14)[C@@H]1c3cc4c(cc3O[C@@H]1[C@H]2O)NC1=C(C(=O)OC)C[C@@]2(CC)C3N(CC[C@@]143)C[C@H]1O[C@H]12 (stereo not given in full)	13	-3.0*	6.6*	22	26	14	29	-2.2*
COc1ccc(/C=N/c2cc(C(C)(C)C)nn2-c2ccccc2)cc1	.	.	78	101	104	96	111	.
CC[N+](C)(CC)CCCC(C)Nc1ccnc2cc(Cl)ccc12 (stereo not given)	103	106	.	107	109	.	113	.
